High-throughput results from PubChem BioAssay.
Epigenetic reg = derepresses silenced GFP reporter in murine cells; murine LDR cells, GFP reporter derepression, 30 h; Potency, µM (doses to about 53.9 µM), for the others: top-dose GFP activation, actives largely listed as activators; 280,000 compounds, 0.2% hits; AID 1865; also: potency is read from the fitted curve at half-maximal effect; % of control where 0% means no effect; nearly all actives have a fitted effect of over 60% in size
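In this reporter-derepression format, murine cells bearing a silenced integrated CMV-GFP locus incubate with test compound (30 h, 37 C), then are washed and imaged; fluorescent objects of 20–120 um count as induced cells.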
aGal spleen mod = inhibits or activates alpha-galactosidase in human spleen homogenate; human spleen homogenate, 4MU-alpha-Gal fluorescence, 40 min; Potency, µM (series often up to 80 µM), without a hit: at the highest dose activity change, negative = inhibition, usual class: inhibitors; 240,000 compounds, 0.008% hits;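 also: potency is read from the fitted curve at half-maximal effect; 0% = enzyme with vehicle and -100% = no enzyme basal signal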
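Fluorogenic readout (Ex 365/Em 440 nm) of 4-methylumbelliferone released from 1 mM 4-MU-alpha-galactoside by spleen homogenate, 40 min at 37C, pH 5.0. Data normalized to no-enzyme and enzyme controls; Hill-equation AC50 from compound titrations.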
NPSR antag = neuropeptide S receptor (human) antagonism, cAMP; AID 1461; Q6W5P4; 220,000 compounds, 1% hits; CHO-NPSR cells, cAMP TR-FRET, antagonist mode; Potency, µM (highest dose often 38.3 µM), inactives show at the top dose activity change, negative = inhibition, actives largely listed as inhibitors; also: potency is read from the fitted curve at half-maximal effect; % is scaled to controls: 0 for no effect and ±100 for the full control effect; nearly all actives have a fitted effect of over 50% in size; many of its hits are not listed in these tables
Target sequence (Q6W5P4 whole entry, looked up): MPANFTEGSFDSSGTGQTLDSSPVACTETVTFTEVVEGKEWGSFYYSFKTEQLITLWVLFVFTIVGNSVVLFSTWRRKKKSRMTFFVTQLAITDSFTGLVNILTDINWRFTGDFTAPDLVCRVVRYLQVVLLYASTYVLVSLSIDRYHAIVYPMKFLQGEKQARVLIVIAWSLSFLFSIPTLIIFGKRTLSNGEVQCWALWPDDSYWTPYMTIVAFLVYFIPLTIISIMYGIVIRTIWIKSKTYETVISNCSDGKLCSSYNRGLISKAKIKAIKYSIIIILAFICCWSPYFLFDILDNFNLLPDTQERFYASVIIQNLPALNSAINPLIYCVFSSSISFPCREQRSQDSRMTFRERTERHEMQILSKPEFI
IMPase Li cell = IMPase inhibition in cells with lithium potentiation; CHO-M1 cells, IP1 TR-FRET (IP-One), carbachol + lithium; Potency, µM (titrated, usually from 59.4 µM), without a hit: top-dose activity, negative = IMPase inhibition, hits mostly inhibitors; 210,000 compounds, 0.35% hits; AID 1457;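 also: IP1 builds up when IMPase is blocked and the TR-FRET signal falls; potency is read from the fitted curve at half-maximal effect; plate controls were basal vehicle for no effect and high inhibitor control for full effect; nearly all actives have a fitted effect of over 50% in size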
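Concentration–response in CHO-M1 cells, lithium-potentiated; 30 min at 37C. IP1 detected by competitive TR-FRET after 10 min lysis at RT. Hill-fitted AC50.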
Luc counter = blocks Kinase-Glo luciferase, a counter-screen artifact; Q27757; Kinase-Glo luciferase, ATP luminescence, 8 min; Potency, µM (titrated, usually from 38.3 µM), for inactives: at the top dose activity change, negative = inhibition, usual class: inhibitors; 200,000 compounds, 0.28% hits; AID 1379; also: potency is read from the fitted curve at half-maximal effect; % is scaled to controls: 0 for no effect and ±100 for the full control effect; nearly all actives have a fitted effect of over 60% in size
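Luminescence was the read-out, taken after 8-minute incubation at ambient temperature. Luciferase turned over luciferin with 10 uM ATP in imidazole pH 7.2 buffer containing KCl, MgCl2, Tween 20 and BSA.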
CBFb RUNX1 block = CBF-beta/RUNX1 interaction disruption; Q01196+Q13951; AlphaScreen CBFb-His/RUNX1-biotin binding, biochemical; Potency, µM (titrated, usually from 59.8 µM), for the others: top-dose activity, negative = inhibition, actives largely listed as inhibitors; 230,000 tested, under 10 active; also: % of control where 0% means no effect
Target sequence (Q01196 whole entry, looked up): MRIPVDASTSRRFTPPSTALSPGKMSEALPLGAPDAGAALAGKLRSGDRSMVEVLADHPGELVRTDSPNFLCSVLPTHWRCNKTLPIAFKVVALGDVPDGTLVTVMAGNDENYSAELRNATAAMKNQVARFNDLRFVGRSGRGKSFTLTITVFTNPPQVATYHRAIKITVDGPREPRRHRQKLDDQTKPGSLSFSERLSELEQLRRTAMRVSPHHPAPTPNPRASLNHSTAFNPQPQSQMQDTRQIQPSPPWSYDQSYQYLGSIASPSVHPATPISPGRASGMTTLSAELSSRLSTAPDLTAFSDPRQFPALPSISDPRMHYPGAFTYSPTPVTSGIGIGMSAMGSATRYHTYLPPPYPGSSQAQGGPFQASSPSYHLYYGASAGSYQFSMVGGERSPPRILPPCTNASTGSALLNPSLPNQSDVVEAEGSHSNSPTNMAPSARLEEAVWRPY
Target sequence (Q13951 whole entry, looked up): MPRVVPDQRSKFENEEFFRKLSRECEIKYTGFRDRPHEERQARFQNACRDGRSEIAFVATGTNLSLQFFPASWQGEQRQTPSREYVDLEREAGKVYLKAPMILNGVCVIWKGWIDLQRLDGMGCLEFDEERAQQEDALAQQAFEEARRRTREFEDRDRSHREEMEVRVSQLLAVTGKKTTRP
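Read-out: AlphaScreen. Format: His-CBF-beta with biotinylated RUNX1 (30 nM each) preincubated 20 min, compound 15 min, Ni-chelate plus streptavidin beads 90 min; room temperature throughout.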
Lamin A splicing = changes lamin A minigene splicing in HeLa cells | Potency, µM (top dose mostly 46.1 µM), for the others: at the highest dose ratio change, negative = inhibition, usual class: inhibitors | HeLa LMNA splicing GFP/RFP minigene ratio, 48 h | 200,000 compounds, 0.01% hits | AID 1487; active = well fitted inhibition curve with a large enough effect in the signal ratio, with a control signal flat, not every such curve was filed as active; inconclusive = small, poorly fitted or top-dose-only effect, or effect the other way, or a change in a side signal; the % refers to the signal ratio; also: potency is read from the fitted curve at half-maximal effect; % is scaled to controls: 0 for no effect and ±100 for the full control effect
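Read-out is the ratio of GFP to DsRed2 object intensity, acquired by 488 nm laser-scanning cytometry on HeLa lamin A-EGFP minigene reporter cells. Compound incubation 48 hrs at 37 °C in Opti-MEM with 2% FBS; DMSO 0.5% final.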
* hit, by the source's call; ? = inconclusive; nt = not tested or not shown; & = joins results of further samples; [ ] = remark or other dose. Unless noted, calls follow the shape of the dose curve; as a rule, active = well fitted curve in the direction sought with a large enough effect; inconclusive = small, poorly fitted or top-dose-only effect, or another doubt; inactive = no such curve, though single readings can be large; an effect the other way counts as inactive or inconclusive. Only part of the results is shown, so the mix of outcomes need not match the whole.

SMILES	Epigenetic reg	aGal spleen mod	NPSR antag	IMPase Li cell	Luc counter	CBFb RUNX1 block	Lamin A splicing
CCC1(C)NC(=O)N(CC(=O)Nc2sc3c(c2C(N)=O)CCC3)C1=O (configuration not stated)	-1.0%	-13%	3%[46.1 µM]	-17%[38.3 µM]	-4%	10%	3%
CC1CCCCN1C(=S)NCc1ccccc1 (configuration not stated)	-0.9%	-2%	7%[46.1 µM]	nt	nt	3%	-1%
Cn1c(=O)n(CC(=O)Nc2ccc(F)cc2)c2ccccc21	0.0%	10%	-11%[46.1 µM]	4%[38.3 µM]	-4%	2%	-3%
S=c1nc[nH]c2nc[nH]c12	0.0%	17%	nt	11%	-6%	11%	nt
Cc1ccc(N(Cc2cc3ccccc3[nH]c2=O)S(=O)(=O)c2ccccc2)cc1	0.0%	3%	-14%[46.1 µM]	10%	3%	3%	5%
Cn1cc(S(=O)(=O)CC(=O)N2CCCc3ccccc32)c2ccccc21	-0.9%	4%	-7%[46.1 µM]	3%[38.3 µM]	-1%	-1%	-7%
COC(=O)C(O)(CC(=O)Nc1ccc(Cl)cc1Cl)C(F)(F)F (configuration not stated)	-1.0%	-24%	13%	14%	5%	2%	1%
CC1=C(C#N)C(NC(=O)C(C)(C)C)(C(F)(F)F)C(=O)N1 (configuration not stated)	-1.1%	7%	-1%[46.1 µM]	-4%[38.3 µM]	-2%	2%	5%
NC(=O)CSc1ccc(-c2ccc(F)cc2)nn1	-5.1%	2%	5%	0%	0%	-2%	-24%[46 µM]
Cc1ccc2nc3c(c(Nc4ccccc4)c2c1)CCC3	-0.7%	-8%	?	nt	nt	-10%	nt
CON1C(=O)C(=O)N(OC)C(C)(C)C1C (configuration not stated)	1.3%	-5%	-5%[46.1 µM]	-10%[38.3 µM]	-3%	4%	15%
O=C(O)c1cc(-c2ccccc2)n(-c2ccccc2)n1	-0.9%	-2%	-7%[46.1 µM]	-1%[38.3 µM]	1%	1%	-3%
COc1cc(NC(=S)NNC(=O)CC(C)C)c(OC)cc1Cl	0.0%	3%	-3%	10%	14%	3%	12%
CCOc1ccc(/C=C2/C(=O)N(c3ccc(OC)cc3)C(=S)N2CC(=O)OC)cc1OCC	?	-3%	-20%	11%	1%	-4%	-22%
CCOC(=O)Cn1nc(C)c(NC(=O)COc2ccc(C)c(C)c2)c1C	-1.5%&-1.1%	6%	13%	nt	nt	7%	nt
CC(C)Oc1ccc(C(=O)Nc2cccc3cccnc23)cc1	6.4%	-1%	-35%	22%	-1%	?	1%[46 µM]
Clc1ccc(COc2ccccn2)cc1Cl	-1.2%	-9%	4%[46.1 µM]	-3%[38.3 µM]	-3%	-2%	10%
Nc1nonc1C(=O)N/N=C/c1cc(Br)ccc1O	-1.3%	-3%	-14%	-6%	-3%	?	?
COc1ccc(NS(=O)(=O)c2cc(NC(=O)C3CCCO3)ccc2N2CCCCC2)cc1 (configuration not stated)	0.9%	-9%	10µM*	-6%	nt	-12%	nt
O=C(CSc1ncn[nH]1)Nc1ccc2c(c1)CCC2	0.0%	1%	7%	-2%	0%	10%	?
CCOCCCn1c(=NC(=O)c2cccnc2)c(C(=O)OCC)cc2c(=O)n3ccccc3nc21	-1.0%	?	-14%[46.1 µM]	-16%[38.3 µM]	0%	-1%	1%
N#Cc1ccccc1NC(=O)CC1c2ccccc2Oc2ccccc21	3.2%	-7%	-2%	-2%	0%	-2%	1%
NS(=O)(=O)c1ccc(NC(=S)NC(=O)c2ccc(Br)o2)cc1	0.0%	5%	-1%	18%	3%	?	2%[46 µM]
COc1ccc(N(CCC(=O)O)S(=O)(=O)c2ccc(C)cc2C)cc1	-1.5%	0%	-7%	1%	1%	8%	?
COc1cc(C2OC(=O)c3ccccc3S2)cc(OC)c1OC (configuration not stated)	1.6%	9%	-15%	nt	nt	0%	nt
COc1ccc(C2/C=C\[C@H](O[Si](C)(C)C(C)(C)C)[C@H](C(C)C)CC(=O)N2Cc2ccccc2)cc1 (some centres not stated)	-1.2%	-4%	nt	-5%	-1%[39.9 µM]	20%	nt
COc1ccc(/C=C/C(=O)OCC(=O)Nc2ccc(Cl)cc2F)cc1S(=O)(=O)N1CCOCC1	-1.1%	4%	-7%	12%	-1%	-7%	-14%
CC12CCC(C(=Nc3ccc(N=C4C(=O)C5(C)CCC4C5(C)C)cc3)C1=O)C2(C)C	-1.0%	2%	-4%	nt	nt	-6%	nt
CCOC(=O)c1nn(-c2ccc3c(c2)OCO3)cc1O	-0.7%	0%	-6%[46.1 µM]	5%[38.3 µM]	-12%	5%	24%
CCc1ccccc1NC(=S)NN	2.4%	4%	19%	-6%	-6%	2%	4%[46 µM]
CS/C(=N\S(=O)(=O)c1cccs1)NC(=O)CSc1nc2ccccc2s1	-1.1%	3%	-7%[46.1 µM]	-9%[38.3 µM]	-3%	-18%	-7%
COc1ccccc1/C=C1/SC(=O)N(CCC(=O)Nc2ccc(S(=O)(=O)Nc3nccs3)cc2)C1=O	-3.0%	-1%	11%	-2%	-4%	?	9%
CCO[C@@H]1OC(C(N)=O)=C[C@H](C2CCCCC2)[C@H]1CCCO	0.0%	1%	5%	nt	nt	11%	nt
CCN1CCN(C(=S)NCCOC)CC1	0.0%	-2%	10%	-5%	-6%	4%	9%[46 µM]
C=C(COC)C1=CCC(C(=O)OC)(C(=O)OC)[C@@H](C[N+](=O)[O-])c2ccccc21	0.0%&1.1%	11%&-7%	nt	18%&-1%	-1%&0%	11%&9%	nt
CCc1ccc(C(=O)COC(=O)CCc2nc3ccccc3c(=O)[nH]2)cc1	-1.0%	3%	12%	-2%	2%	2%	-1%
CCc1ccccc1	nt	3%	nt	-4%	nt	1%[21.7 µM]	nt
CC1CCC(NC(=O)C(Cc2ccccc2)n2cccc2)CC1 (configuration not stated)	-0.4%	3%	-30%	nt	nt	8%	nt
CC1CN(C(=O)C(c2ccccc2)c2ccccc2)CC(C)O1 (configuration not stated)	-4.4%	-5%	2%[46.1 µM]	-12%[38.3 µM]	-3%	-4%	3%
CC(=O)Nc1cc(NC(C)=O)cc(C(=O)NC(C)(C)C)c1	-1.5%	-8%	13%[46.1 µM]	-23%[38.3 µM]	-3%	-1%	6%
CCc1ccccc1N(CC(=O)N1CCN(c2ccccc2)CC1)S(C)(=O)=O	-1.4%	1%	3%[46.1 µM]	0%[38.3 µM]	13%	5%	15%
CCOc1cc(C(=S)N2CCCCC2)ccc1OCC(=O)NCc1ccccc1	-0.1%	-1%	-17%[46.1 µM]	29%[38.3 µM]	16%	-1%	4%
Cc1c(Cl)cccc1NC(CC(=O)c1ccccc1)C(=O)O (configuration not stated)	0.0%	-2%	-15%	-4%	0%	3%	?
CC(C)Cc1nc2oc3c(Cl)ncnc3c2c2c1CCCC2	-1.1%	2%	-31%	nt	nt	3%	nt
Cc1ccnc(NC(=O)c2cccc(NC(=O)Cc3ccccc3)c2)c1	-1.0%	4%	6%	12%	-4%	7%	22%[46 µM]
O=C(NCCc1nc2ccccc2[nH]1)/C(=C/c1ccc(F)cc1)NC(=O)c1ccco1	2.7%	-1%	20%	nt	nt	9%	nt
Cc1cc(C(=O)CSc2nnc(-c3ccco3)o2)c(C)n1CC1COc2ccccc2O1 (configuration not stated)	1.0%	-16%	-23%[46.1 µM]	-8%[38.3 µM]	-3%	?	?
O=C(COC(=O)c1cc(-c2ccccc2)nc2ccccc12)Nc1ccc2c(c1)OCO2	0.0%	3%	-18%	-4%	-2%	-2%	-10%
CCC(C(=O)N1CCN(c2cccc(Cl)c2)CC1)c1ccccc1 (configuration not stated)	-0.8%	-4%	?	1%[38.3 µM]	2%	16%	?
c1cnc(NCCNc2ncccn2)nc1	-3.4%	5%	-10%[46.1 µM]	11%	1%	-3%	2%
COc1ccc([C@@H]2[C@@H](O)[C@H](O)[C@@H](C)N2C)cc1OC	-0.1%	-5%	nt	18%	0%	-10%	nt
CN(C)CCCN(C(=O)CCc1ccccc1)c1nc2c(F)cccc2s1	-1.5%	10%	9%	-8%	-3%	?	?
Cc1ccc(SCC(=O)c2ccc(CC(=O)O)s2)cc1	2.7%	-3%	-1%[7.67 µM]	nt	nt	-27%	nt
O=C(NCc1ccc(F)cc1)c1ccc(CNc2c(N3CCOCC3)c(=O)c2=O)cc1	-1.0%	-4%	6%	nt	nt	0%	nt
CCN(CC(=O)Nc1ccc(NC(C)=O)cc1)C(=O)COc1ccc(C(=O)c2ccccc2)cc1	0.0%	10%	27%	-9%	0%	-7%	-3%
COc1ccc(C2CC(=O)c3sc(N)nc3C2)cc1 (configuration not stated)	-0.4%	5%	-14%[46.1 µM]	7%[38.3 µM]	-4%	2%	6%
Cc1[nH][nH]c(=O)c1C(c1c(C)[nH][nH]c1=O)c1cn(Cc2cccc3ccccc23)c2ccccc12	-3.2%	1%	-17%[46.1 µM]	11%[38.3 µM]	-3%	?	1%
O=C(CSCc1cc(=O)[nH][nH]1)Nc1ccc(F)cc1	-0.2%	0%	19%	-14%	nt	6%	nt
Cc1cc(C)c2nc(NNC(=O)c3ccc(S(=O)(=O)N4CCc5ccccc5C4)cc3)sc2c1	-8.1%	-6%	-13%	-4%	1%	4%[2.36 µM]	?
Cc1ccc(S(=O)(=O)N2CCC(=O)N(CCOCc3ccccc3)CC2)cc1	8.4%	1%	3%	5%	1%	7%[2.36 µM]	1%

The last 2 records of the section before open the next one.
SMILES	Epigenetic reg	aGal spleen mod	NPSR antag	IMPase Li cell	Luc counter	CBFb RUNX1 block	Lamin A splicing
Cc1cc(C)c2nc(NNC(=O)c3ccc(S(=O)(=O)N4CCc5ccccc5C4)cc3)sc2c1	-8.1%	-6%	-13%	-4%	1%	4%[2.36 µM]	?
Cc1ccc(S(=O)(=O)N2CCC(=O)N(CCOCc3ccccc3)CC2)cc1	8.4%	1%	3%	5%	1%	7%[2.36 µM]	1%
CNC(=O)CS(=O)CC(=O)Nc1cc(OCCOC)c(Cl)cc1Cl (configuration not stated)	-1.2%	0%	0%	-3%	nt	2%	nt
CN(C)/C=C(\C=O)c1cccc(Cl)c1	-0.8%[10.1 µM]	-4%	3%	3%	1%	1%	1%[9.22 µM]
Cc1nc(C(=O)Nc2ccc(Cl)cc2Cl)nn1-c1cc(OC(C)C)c(Cl)cc1Cl	3.3%	4%	-7%[46.1 µM]	-5%[38.3 µM]	1%	0%	-9%
O=C(OCn1ncc(Br)c(Br)c1=O)c1ccc(F)cc1	-0.1%	14%	2.5µM*	7.1µM*	-4%	3%	?
